From PubChem
GLP1R ag = qHTS of GLP-1 Receptor Agonists. Glucagon-like peptide 1 receptor (Homo sapiens), P43220. HEK293 GLP-1R CRE-luciferase, luminescence, 4-6 h; cells express a hypersensitive GLP-1R form. 0.007% of 380,000 active. AID 624172, 2012. Potency, µM (highest dose often 45.6 µM), for the others: at the top dose activation, most hits filed as activators; note: potency is the fitted concentration of half-maximal effect; % of control where 0% means no effect
Target sequence (P43220 whole entry, looked up): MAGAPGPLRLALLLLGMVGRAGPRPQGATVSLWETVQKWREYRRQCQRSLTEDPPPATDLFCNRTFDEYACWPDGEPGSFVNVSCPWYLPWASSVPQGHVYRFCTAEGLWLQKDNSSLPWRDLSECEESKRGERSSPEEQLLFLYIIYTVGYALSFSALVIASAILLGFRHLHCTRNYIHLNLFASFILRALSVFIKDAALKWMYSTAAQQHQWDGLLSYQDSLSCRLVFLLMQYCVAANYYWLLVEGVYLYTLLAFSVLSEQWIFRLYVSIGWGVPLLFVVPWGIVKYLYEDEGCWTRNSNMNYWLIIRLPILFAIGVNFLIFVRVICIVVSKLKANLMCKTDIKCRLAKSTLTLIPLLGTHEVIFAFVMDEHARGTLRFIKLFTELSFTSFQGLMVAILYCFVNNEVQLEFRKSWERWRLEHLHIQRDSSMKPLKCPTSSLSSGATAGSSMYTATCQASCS
DRD3 agonist = qHTS of D3 Dopamine Receptor Agonist: qHTS; D(3) dopamine receptor (Homo sapiens), P35462; 0.58% of 410,000 active; D3R DiscoveRx beta-arrestin cells, luminescence, 90 min; max activation, %; in the data active = max activation above about 30%; note: 0% is about no effect; mostly tested at two doses, the higher about 12 µM
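Cells at 1500/well, incubated overnight, then treated with pinned compounds (dopamine as control) for 90 min at 37 degrees C. DiscoveRx reagent added for 30 - 60 minutes at room temperature; luminescence read.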
KB-V1 MDR tox = qHTS assay for MDR1-selective chemotherapeutics: Primary screen using the drug-selected MDR subline cells KB-V1; KB-V1 MDR cells viability, CellTiter-Glo, 72 h; Potency, µM (series often up to 46.1 µM), for inactives: at the top dose activity change, negative = cytotoxicity, usual class: cytotoxic; 3.4% of 400,000 active; AID 1347076, 2019; note: potency is the fitted concentration of half-maximal effect; % is set by controls: 0 for no effect and ±100 for the full control effect; nearly all actives have a fitted effect of over 60% in size
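Drug-selected KB-V1 cells, grown in DMEM lacking phenol red with 10% FBS, receive compound titrations; after three days at 37 degrees C, surviving cell ATP is quantified by CellTiter-Glo luminescence and responses normalized and curve-fitted.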
aSyn rescue = qHTS of alpha-syn Inhibitors | 0.14% of 370,000 active | Yeast expressing alpha-synuclein, growth rescue, BacTiter-Glo, 24 h | Potency, µM (doses to about 46.1 µM), for the others: top-dose growth rescue (activation), actives largely listed as activators; note: potency is the fitted concentration of half-maximal effect; % of control where 0% means no effect; nearly all actives have a fitted effect of over 65% in size
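Rescue of yeast growth: cells expressing toxic alpha-synuclein, induced in galactose at OD600 0.02, incubated with compound 24 h at 30 C. ATP luminescence quantified growth; inhibitors of toxicity appear as activators.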
TDP43 rescue = qHTS of TDP-43 Inhibitors; TDP-43 expressing yeast growth rescue, BacTiter-Glo, 24 h; Potency, µM (titrated, usually from 46.1 µM), without a hit: at the top dose growth rescue (activation), hits mostly activators; 1.8% of 410,000 active; AID 652104, 2013; note: potency is the fitted concentration of half-maximal effect; % of control where 0% means no effect; nearly all actives have a fitted effect of over 50% in size
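Readout is BacTiter-Glo luminescence of cell growth, so inhibitors register as activators. TDP-43-expressing yeast at OD600=0.02 in galactose medium, after raffinose pregrowth to mid-log, were incubated with compound for 24 hr at 30 deg C.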
GLP1R inv ag = qHTS of GLP-1 Receptor Inverse Agonists (Inhibition Mode) | Glucagon-like peptide 1 receptor (Homo sapiens), P43220 | HEK293 GLP-1R CRE-luciferase, luminescence, 24 h; GLP-1R form is constitutively active | Potency, µM (top dose mostly 38.3 µM), inactives show top-dose activity change, negative = inhibition, actives largely listed as inhibitors | 1.6% of 410,000 active; note: potency is the fitted concentration of half-maximal effect; % is set by controls: 0 for no effect and ±100 for the full control effect; nearly all actives have a fitted effect of over 55% in size
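Readout was luciferase luminescence, measured 12 min after detection reagent at room temperature. Beforehand, GLP-1R reporter HEK293 cells had sat 12 h, then received compounds for 24 hr at 37 deg C.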
D3 antag = qHTS of D3 Dopamine Receptor Antagonist: qHTS; D(3) dopamine receptor (Homo sapiens), P35462; D3R cells, DiscoveRx beta-arrestin luminescence, antagonist mode; stronger effect = lower value; max response, negative = inhibition, %; 2.5% of 360,000 active; AID 652054, 2013; in the data active = max response below about -50%; inconclusive = no clear call, values can overlap the other calls; note: % is set by controls: 0 for no effect and ±100 for the full control effect; mostly tested at two doses, the higher about 12 µM
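Cells expressing the human receptor were seeded at 1500 cells/well, incubated overnight at 37 degrees C in 5% CO2, then exposed to library compounds with dopamine controls for 90 minutes at 37 degrees C before luminescent detection.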
HEK293 tox = qHTS of GLP-1 Receptor Inverse Agonists: Cytotox Screen. 0.13% of 410,000 active. Potency, µM (highest dose often 38.3 µM), for the others: at the top dose activity change, negative = inhibition, most hits filed as inhibitors. HEK293 cAMP-luciferase reporter cells, luminescence, 24 h. AID 624418, 2012;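 note: loss of luciferase light is scored as toxicity; potency is the fitted concentration of half-maximal effect; % is set by controls: 0 for no effect and ±100 for the full control effect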
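MLSMR compounds, 24 hr on cells at 37 deg C/5% CO2; luminescence after luciferase reagent (12 min RT). Inhibition counted as the undesired cytotoxic outcome.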
PTHR1 agonist = qHTS for PTHR1 Agonists: Primary Screen; Potency, µM (highest dose often 115 µM), without a hit: top-dose activation, usual class: activators; Parathyroid hormone/parathyroid hormone-related peptide receptor (Homo sapiens), Q03431; 0.075% of 410,000 active; HEK293 GP2 PTHR1 cells, GloSensor cAMP luminescence, 1 h; AID 743266, 2014; note: potency is the fitted concentration of half-maximal effect; nearly all actives have a fitted effect of over 55% in size; some results filed as inactive show a strong effect at the top dose; inactives centre near -15; many of its hits are not listed in these tables
Target sequence (Q03431 whole entry, looked up): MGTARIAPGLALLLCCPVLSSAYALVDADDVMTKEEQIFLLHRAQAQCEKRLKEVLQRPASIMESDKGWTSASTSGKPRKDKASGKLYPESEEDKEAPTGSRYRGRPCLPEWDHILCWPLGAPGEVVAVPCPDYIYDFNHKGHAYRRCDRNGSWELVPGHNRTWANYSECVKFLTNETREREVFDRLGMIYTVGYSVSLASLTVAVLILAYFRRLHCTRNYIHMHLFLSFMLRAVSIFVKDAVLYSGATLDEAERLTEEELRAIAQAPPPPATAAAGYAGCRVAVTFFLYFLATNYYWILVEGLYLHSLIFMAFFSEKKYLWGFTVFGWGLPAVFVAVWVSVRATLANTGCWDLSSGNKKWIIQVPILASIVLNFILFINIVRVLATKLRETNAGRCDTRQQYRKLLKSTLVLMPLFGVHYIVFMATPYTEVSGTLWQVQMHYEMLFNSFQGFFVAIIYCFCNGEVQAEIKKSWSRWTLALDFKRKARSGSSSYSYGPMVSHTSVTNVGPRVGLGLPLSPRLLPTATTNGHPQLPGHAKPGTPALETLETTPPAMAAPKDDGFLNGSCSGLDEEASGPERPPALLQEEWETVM
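HEK-293-derived GP2 cells expressing PTHR1 and a GloSensor cAMP reporter, 3,000/well, plated overnight, given luciferin plus IBMX (each 0.5 mM as added) for 1 h at 37 °C, then compound for 1 h at 37 °C. Luminescence was read after 15 min at room temperature.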
* = called active by the depositor; i = inactive; ? = inconclusive; . = not tested or not shown; & = joins results of further samples; [ ] = remark or other dose. Unless noted, calls come from the whole dose curve; as a rule, active = well fitted curve in the direction sought with a large enough effect; inconclusive = small, poorly fitted or top-dose-only effect, or another doubt; inactive = no such curve, though single readings can be large; an effect the other way counts as inactive or inconclusive. A portion of the library (hit frequency here may not be typical).

SMILES | GLP1R ag | DRD3 agonist | KB-V1 MDR tox | aSyn rescue | TDP43 rescue | GLP1R inv ag | D3 antag | HEK293 tox | PTHR1 agonist
Cc1ccc(S(=O)(=O)Nc2c(O)c3ccccc3oc2=O)cc1 | 0.7% | 3.4 | 12.3% | 0.0% | -13.4% | 9.6% | -21.2 | 0.0% | i
C=CCOC(=O)C1=C(C)NC(SCC(=O)OCC)=C(C#N)C1c1ccc(C)cc1 (stereo not drawn) | 16.2% | -3.1 | -0.2% | -3.5% | -7.6% | ? | -23.1 | 18.6% | -8.1%
Cc1cc(SCCOc2ccc(Br)cc2)nc(N)n1 | 8.0% | 3.4 | -18.2% | -0.9% | 8.3% | 2.2% | 180.7 | -8.2% | -5.6%[57.5 µM]
COc1ccc(C(=O)c2nc3c(n2O)CCCC3)cc1OC | -3.9% | -1.0 | -0.7% | 3.1% | 13.2% | 1.2% | 5.7 | -0.1% | -28.4%
Cc1cccc(NC(=O)N2CCCCCC2)c1 | -5.6% | -7.2 | 10.5% | 6.1% | 17.9% | ? | 9.3 | -0.9% | i
COC(=O)c1cc2oc3ccccc3c2n1CC(=O)Nc1ccc(C)cc1Cl | . | -14.9 | ? | . | 5.0% | 22.8% | . | -6.1% | i
CCOC(=O)C1CCN(C(=O)c2ccc(NS(=O)(=O)c3ccc4[nH]c(=O)[nH]c4c3)cc2)CC1 | 6.2% | -6.6 | 0.0% | 1.2% | 0.7% | 15.5% | 14.8 | 5.9% | i
O=C(CCC1CCCN(c2ncccn2)C1)NCc1ccc(F)c(F)c1 (stereo not drawn) | 6.6% | 0.9 | 6.9% | 3.1% | 20.2% | -9.9% | 2.0 | -1.1% | i
O=c1c(C=Nc2ccc(Oc3ccccc3)cc2)c[nH]n1-c1cccc(Cl)n1 | -3.2% | 0.6 | ? | 2.4% | 0.2% | -3.5% | -56.1* | -7.4% | -41.2%[inhibitor]
CCc1cccc(C)c1NC(=O)C(c1ccccc1)N1CCC1=O (stereo not drawn) | 2.3% | -7.7 | -5.0% | -4.5% | 0.9% | -4.1% | -14.8 | -5.0% | i
Cc1nc([N+](=O)[O-])cn1CC(=O)c1ccc(Br)cc1 | -0.2% | 8.5 | ? | -0.8% | 2.9% | -4.8% | 15.7 | -4.1% | i
O=[N+]([O-])c1ccc(COc2cccc(CN3CCCC3)c2)cc1 | -3.0% | 4.3 | -0.5% | 1.4% | 6.7% | -6.4% | 12.9 | 0.5% | -21.5%
CN(c1ccccc1C(=O)N1CCN(c2ccccc2F)CC1)S(=O)(=O)c1ccccc1 | 5.7% | 16.5 | . | 9.4% | ? | -26.4% | 3.5 | -2.7% | -23.8%
COc1ccc(Cl)cc1C(=O)C1CCCN(Cc2cnc(N3CCOCC3)s2)C1 (stereo not drawn) | 15.1% | -11.8 | ? | 4.2% | 2.5% | -26.6% | -79.1* | 0.0% | -25.8%
C#CCN(C[C@H]1[C@H](OC(=O)NCc2ccccc2F)[C@H](OC(=O)NCc2ccccc2F)C[C@@H](C(=O)OC)[C@H]1C(=O)OC)S(=O)(=O)c1ccc(C)cc1 | -3.0% | 1.0 | 10.7% | 0.0% | -0.6% | 0.0% | 6.0 | -2.8% | -3.5%
Cc1ccc(S(=O)(=O)N2CCCCC2)cc1NC(=O)Cc1cccs1 | 7.0% | -4.2 | -0.7% | -0.9% | 16.9% | ? | -13.5 | 2.6% | i
O=C1CC2CS(=O)(=O)CC2N1C1CCCCC1 (stereo not drawn) | -2.2% | -4.1 | -1.6% | 0.1% | -6.5% | -13.0% | ? | 3.7% | -6.5%
Cc1ccccc1OCC(=O)Nc1cccc2nsnc12 | 1.6% | 1.8 | -9.5% | -5.0% | -1.4% | 6.2% | 36.2 | 23.5% | i
COCCCNC(=O)Cn1c(=O)n(CCCCCC(=O)Nc2ccccc2)c(=O)c2sccc21 | 16.9% | -7.7 | -11.5% | -8.5% | 8.1% | 0.0% | -10.8 | 20.9% | -23.7%
Cc1c2c(c(C)n1C)C(C(=O)NC1CCCCC1)N(Cc1ccccc1)C2=O (stereo not drawn) | -0.6% | -8.4 | -28.5% | 1.3% | -13.0% | -20.0% | -10.0 | 11.6% | -22.2%
O=C(c1ccco1)N1CCN(C(=O)c2cc(-c3ccncc3)nc3ccc(Br)cc23)CC1 | -6.0% | 3.3 | ? | -16.8% | -8.4% | ? | -6.8 | -13.2% | i
CCOC(=O)C1CCCN(C(=O)CSc2nnnn2C)C1 (stereo not drawn) | -2.6% | 0.0 | -11.4% | -5.3% | -4.5% | 3.8% | 5.9 | 16.4% | i
Cc1ccc(NC(=O)Cn2c(/C=C/c3ccccc3)nc3ccccc32)cc1C | -4.9% | -6.6 | ? | -5.3% | -8.5% | 9.5% | -13.2 | 0.3% | i
COc1ccc(CN2C(=O)CN(C3CCCCCC3)C(=O)C2c2ccc(OC)c(OC)c2)cc1 (stereo not drawn) | -4.5% | -5.2 | -5.8% | 0.6% | -22.9% | 6.0% | -22.6 | -2.4% | -24.9%[57.5 µM]
C/C(=N\N=c1/scc(C)n1Cc1ccco1)c1cccc([N+](=O)[O-])c1 | -4.0% | 0.1 | ? | 3.0% | ? | ? | -3.6 | 19.1% | i
O=C(/C=C/c1ccccc1)N/C(=C\c1ccco1)C(=O)NCCO | -5.7% | 1.4 | 25.8% | -1.7% | 2.6% | 1.1% | -0.3 | -13.5% | i
CC1(C)CC(=O)C=C(Nc2ccccc2)C1 | -3.4% | 12.6 | ? | 8.0% | 2.7% | -1.3% | 10.1 | -15.5% | i
CNC(=S)Nc1ccc(Nc2ccccc2)cc1 | -14.0% | -6.4 | 8.9% | 0.9% | -5.0% | 0.0% | -6.2 | -0.5% | i
CC1(C)CC(NC(=S)Nc2ccc(S(N)(=O)=O)cc2)CC(C)(C)N1 | 2.3% | -1.3 | ? | -0.5% | -19.7% | 0.0% | -9.8 | 9.2% | -12.9%
O=C(COC(=O)c1cccs1)NC1CCCC1 | 15.1% | 3.6 | 12.9% | -0.3% | 5.4% | -3.0% | -0.2 | 4.3% | -9.0%

Profiles, looked up by structure. Order of screens: GLP1R ag	DRD3 agonist	KB-V1 MDR tox	aSyn rescue	TDP43 rescue	GLP1R inv ag	D3 antag	HEK293 tox	PTHR1 agonist
C/C(=N\N=c1/scc(C)n1Cc1ccco1)c1cccc([N+](=O)[O-])c1 is listed with -4.0%	0.1	?	3.0%	?	?	-3.6	19.1%	i
CC1(C)CC(NC(=S)Nc2ccc(S(N)(=O)=O)cc2)CC(C)(C)N1 is listed with 2.3%	-1.3	?	-0.5%	-19.7%	0.0%	-9.8	9.2%	-12.9%

More entries
SMILES | GLP1R ag | DRD3 agonist | KB-V1 MDR tox | aSyn rescue | TDP43 rescue | GLP1R inv ag | D3 antag | HEK293 tox | PTHR1 agonist
CCOC(=O)c1cnc2ccc(C(=O)OC)cc2c1NCCN1CCOCC1 | 0.2% | 6.2 | -18.7% | 4.7% | 2.6% | 7.3% | 10.0 | -25.0% | i
COc1ccc2cc3c(N)nn(C(=O)c4ccccc4Cl)c3nc2c1 | -2.2%&-8.8% | 5.3&2.4 | ? | -6.0% | 18.4%&5.3% | ? | 3.3 | -4.5%&-16.3% | -1.9%&-18.7%
Cn1ccc(NS(=O)(=O)c2cc(Br)ccc2Br)n1 | -5.3% | 5.9 | -13.4% | 3.5% | 25.6% | -4.5% | 16.2 | -25.9% | i
Cc1oc(-c2cccs2)[n+]([O-])c1C | -14.6% | -1.0 | 17.8% | -2.6% | -8.4% | 12.9% | -8.8 | 7.9% | i
Cc1nn(-c2ccccc2)c(C)c1C(=O)NCc1ccc(S(N)(=O)=O)cc1 | 2.9% | -2.7 | 0.8% | -0.8% | 19.2% | 9.3% | -6.0 | 0.5% | i
O=C(Nc1ccnn1C1CCN(C/C=C/c2ccccc2)CC1)C1CCCC1 | 0.1% | -10.9 | 6.7% | 7.1% | -6.1% | ? | -16.0 | -11.3% | -15.5%
COc1ccc(-c2[nH]ncc2CN(C)C(C)c2ccon2)c(OC)c1 (stereo not drawn) | 12.1% | 0.3 | ? | 3.2% | 20.2% | -8.0% | 2.0 | 3.7% | i
Cn1c(N)nc2nc[nH]c2c1=S | 0.0% | 4.9 | ? | -4.7% | 1.1% | 5.1% | 0.4 | -11.7% | i
O=C(NNC(=S)Nc1ccccc1)c1cc(-c2cccnc2)nc2ccccc12 | 1.8% | -3.9 | -27.7% | -3.2% | ? | ? | -9.0 | -23.8%[7.66 µM] | -36.6%[inhibitor]
CC1(C)CC(=O)c2sc(NS(C)(=O)=O)nc2C1 | -12.7% | -3.8 | 11.6% | -0.5% | -19.5% | 0.0% | 15.3 | -9.7% | i
CCOC(=O)c1c(-c2ccc(C)o2)csc1NC(=O)CSc1nnc(C)s1 | 18.5% | 3.2 | -3.2% | 5.2% | ? | 1.1% | 6.9 | 11.3% | -61.0%[inhibitor]
COc1ccccc1CN1CCN(S(=O)(=O)c2ccccc2)CC1 | -3.1% | -3.4 | -8.1% | -2.0% | 20.2% | ? | -67.5* | -16.0% | -12.3%[57.5 µM]
CCOc1cccc(NC(=O)C2CC(=O)N(C)C(=Nc3ccccc3)S2)c1 (stereo not drawn) | 0.1% | -0.5 | ? | 20µM* | ? | -23.8% | 15.6 | 13.1% | 23.3%[57.5 µM]
O=P(Cc1nnco1)(c1ccccc1)c1ccccc1 | -0.4% | -5.9 | 20.0% | -3.4% | -1.7% | 23.1% | -62.7* | 42.4% | -21.3%[57.5 µM]
